CHRM1 PAM – potentiates human M1 receptor response to acetylcholine | 360,000 tested, 0.088% active | P11229 | CHO-K1 hM1, Fluo-8 calcium fluorescence, ACh EC20; 0% = ACh EC20, 100% = maximal ACh | AID 588819 | activation, % at 3 µM; in the data active means activation above about 19%, passing the limit was not always enough
CHO-K1 Ca antag – nonselective inhibitor or artifact in parental CHO-K1 cells | ATP-induced calcium, Fluo-8 fluorescence | inhibition, % at 3 µM | 360,000 tested, 0.6% active;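 active means inhibition above a per-plate cutoff, the plate's mean sample inhibition plus 3 SD, cut at about 24% in these data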;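 further: 0% = DMSO plus EC80 ATP and 100% = DMSO alone without ATP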
CHRM1 agonist – activates human CHRM1 receptor; P11229; CHO-K1 hM1, Fluo-8 calcium fluorescence, agonist mode; 0% DMSO, 100% acetylcholine EC100; activation, % at 3 µM; 360,000 tested, 0.33% active;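 active means activation above the run's mean compound activation plus 3 SD, cut at about 16% in these data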;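 further: peak over basal fluorescence ratio within a 140 s kinetic read after compound addition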
CHO parental Ca – counter-screen: ATP calcium response change in parental CHO cells. AID 463079. 330,000 tested, 0.63% active. parental CHO-K1, ATP-induced calcium, Fluo-8 fluorescence. inhibition, % at 5.6 µM;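 active means inhibition above that plate's mean sample inhibition plus 3 SD, cut at about 26% in these data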;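 further: 0% = ATP-challenged DMSO wells and 100% = DMSO wells without ATP; some compounds past the cut are filed as inactive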
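Measured by: calcium-sensitive Fluo-8 fluorescence / Test system: CHO parental line / Controls: ATP-challenged DMSO wells low, unchallenged DMSO wells high / Measure: % inhibition / Compound: single nominal dose of 5.6 µM per compound / Replicates: single well per compound, no replicates / Reagent: ATP as calcium-mobilizing challenge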
CHO-K1 Ca ag – M1 agonist counterscreen hit in parental CHO-K1 cells; AID 602248; Fluo-8 calcium fluorescence; scaled to maximal ATP response, vehicle zero; 360,000 tested, 0.48% active; activation, % at 3 µM; in the data active means activation above about 15%;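 further: untransfected CHO-K1 host cells lacking M1 receptor as counterscreen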
CHRM4 agonist – CHRM4 agonism in calcium assay; 360,000 tested, 0.14% active; P08173; activation, % at 3 µM; CHO-K1 hM4/Gqi5, Fluo-8 calcium fluorescence; vehicle 0%, full acetylcholine response 100%;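 active means activation above the run mean over all test wells plus 3 SD, cut at about 32% in these data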;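 further: peak over basal fluorescence ratio per well then scaled between controls; 0% = DMSO wells and 100% = acetylcholine at EC100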
Target sequence (P08173 whole entry, looked up): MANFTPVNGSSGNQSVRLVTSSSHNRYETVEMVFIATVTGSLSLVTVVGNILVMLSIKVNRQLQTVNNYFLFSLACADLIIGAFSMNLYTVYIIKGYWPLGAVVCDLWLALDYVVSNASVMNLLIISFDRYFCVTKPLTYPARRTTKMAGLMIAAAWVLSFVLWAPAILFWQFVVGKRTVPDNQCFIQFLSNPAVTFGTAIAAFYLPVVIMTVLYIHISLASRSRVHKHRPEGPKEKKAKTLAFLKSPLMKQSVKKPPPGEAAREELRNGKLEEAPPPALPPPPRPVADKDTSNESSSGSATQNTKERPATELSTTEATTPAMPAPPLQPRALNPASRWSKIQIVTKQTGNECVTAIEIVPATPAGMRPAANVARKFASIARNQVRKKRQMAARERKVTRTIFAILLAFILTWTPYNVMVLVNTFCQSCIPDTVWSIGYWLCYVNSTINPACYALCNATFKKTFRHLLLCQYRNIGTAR
CHRM1 antagonist – human CHRM1 antagonism. CHO-K1 hM1, Fluo-8 calcium fluorescence, ACh EC80 antagonist. P11229. inhibition, % at 3 µM. 360,000 tested, 1.3% active;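 active means percent inhibition above its own plate's cutoff, namely the mean of that plate's compound wells plus 3 SD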;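 further: peak over basal fluorescence ratio during 140 s after agonist addition; 0% = ACh EC80 plus DMSO and 100% = DMSO alone without agonist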
OXTR potentiate – human OXTR potentiation. CHO-OTR cells, Fluo-8 calcium fluorescence, potentiator mode; 0% = oxytocin EC15, 100% = EC100. activation, % at 3 µM. 320,000 tested, 0.061% active;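 active means activation above that plate's cutoff, the mean activation of tested compounds plus 3 SD, cut at about 6.6% in these data, passing the limit was not always enough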;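 further: 100% uses oxytocin at 75 nM as the full agonist control; some results filed as inactive read as strong as hits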
Target sequence (P30559 whole entry, looked up): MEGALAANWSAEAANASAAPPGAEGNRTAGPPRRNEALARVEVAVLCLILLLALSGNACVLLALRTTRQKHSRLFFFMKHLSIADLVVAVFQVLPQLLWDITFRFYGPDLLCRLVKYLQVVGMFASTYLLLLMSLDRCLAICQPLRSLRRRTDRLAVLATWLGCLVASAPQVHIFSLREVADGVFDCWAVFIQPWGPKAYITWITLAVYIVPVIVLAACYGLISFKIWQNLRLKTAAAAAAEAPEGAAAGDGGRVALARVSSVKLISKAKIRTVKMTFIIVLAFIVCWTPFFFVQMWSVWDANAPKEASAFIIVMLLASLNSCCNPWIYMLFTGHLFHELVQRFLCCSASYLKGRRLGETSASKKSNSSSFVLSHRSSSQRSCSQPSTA
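System: human OTR in CHO cells; Also added: sub-maximal oxytocin, roughly EC15; Timing: compound 6 min at room temperature before oxytocin, 100 s read; Technique: Fluo-8 intracellular calcium fluorescence, ex 470-495, em 515-575 nm; Controls: oxytocin EC15 low and EC100 high; Replication: singlicate.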
CHRM4 antagonist – CHRM4 antagonism in calcium assay; P08173; CHO-hM4 cells, ACh EC80, Fluo-8 calcium fluorescence; inhibition, % at 3 µM; 360,000 tested, 0.73% active; AID 624125;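 active means inhibition above its plate's cutoff, the mean inhibition of sample wells plus 3 SD, cut at about 27% in these data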;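 further: 0% = acetylcholine EC80 with DMSO and 100% = DMSO without agonist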
* = called active by the depositor; . = no result given. Some of the compounds tested; count on the stated rates, not on these rows.

SMILES	CHRM1 PAM	CHO-K1 Ca antag	CHRM1 agonist	CHO parental Ca	CHO-K1 Ca ag	CHRM4 agonist	CHRM1 antagonist	OXTR potentiate	CHRM4 antagonist
C=CCn1c(O)c(/C=N/N2CCCCC2c2cccnc2)c(=O)[nH]c1=S (configuration not stated)	5	-7	-11	-12	1.2	1	-2	1	8
CCCCCN1C(=O)c2ccccc2[C@@]2(C(=O)OCC)Cc3cc(OC)ccc3[C@@H]12	.	-2	.	.	0.7	-2	.	.	4
COC(=O)C1=C(c2cccc(OC)c2OC)C[C@@H]2CC[C@H]1N2C(=O)N1CCOCC1	3	0	-3	-4	-0.5	3	7	-5	-1
Cc1ccc(S(=O)(=O)N2CCN(C(=O)COC(=O)Cc3ccccc3)CC2)c(C)c1	-5	5	-3	-11	1.2	4	12	-3	-1
C[C@]12CC[C@@H](O)CC1=CC(=O)C1C2CC[C@]2(C)C(=O)[C@H](O)CC12 (some centres not stated)	9	-14	-5	.	0.1	2	-16	.	-19
O=C(C(=O)N1CCOCC1)c1cn(Cc2ccccc2F)c2ccccc12	4	-7	-5	-19	2.0	2	-1	-10	-7
O=C(c1cccc(C(F)(F)F)c1)N1C[C@H]2C[C@@H](C1)c1cccc(=O)n1C2	-7	12	-1	-12	0.2	1	10	0	1
C=CC(C)C(C(=O)c1ccccc1)N(C)C (configuration not stated)	9	-18	-4	-7	0.1	1	-19	-8	3
CC/C(=N\NC(=O)c1ccccc1)c1c(O)n(Cc2ccccc2)c(=O)[nH]c1=O	18	3	0	-16	0.2	0	-15	-7	-2
COC(=O)C1=C(c2ccc(OC(F)(F)F)cc2)C[C@@H]2CC[C@H]1N2C(=O)N1CCC(C)CC1	1	-11	-4	-18	0.1	5	-3	-2	2
O=C(Nc1ccc(Cl)cc1C(=O)c1ccccc1)c1ccc(Br)o1	6	-12	-3	-1	0.8	0	-9	-6	1
O=C1NC2C(=CC(O)C(O)C2O)c2cc3c(cc21)OCO3 (configuration not stated)	8	-18	-1	.	0.6	1	-19	.	-9
CCC(c1nnnn1-c1ccc(OC)cc1)N1CCC2(CC1)C(=O)NCN2c1ccccc1 (configuration not stated)	-7	-1	0	.	3.1	11	-14	.	-5
C/C=C(\C)C(=O)N[C@@H](c1ccccc1)[C@@H](O)C(=O)O[C@H]1C[C@@]2(O)[C@@H](OC(=O)c3ccccc3)C3[C@](C)(C(=O)[C@H](OC(C)=O)C(=C1C)C2(C)C)[C@H](O)C[C@H]1OC[C@@]31OC(C)=O (some centres not stated)	8	-3	-5	-11	-0.2	1	-12	-4	-18
COc1ccc2c(c1)NP(=S)(c1ccccc1)N2C (configuration not stated)	7	-16	-6	.	0.5	0	-7	.	-5
CCOC(=O)C1CCN(C=C2C(=O)N(C)C(=S)N(C)C2=O)CC1	1	-11	11	-5	1.4	1	-6	-3	-6
c1cncc(CNC2=NCCCCC2)c1	-2	-2	-3	-11	0.4	0	1	-14	0
CSc1nnc(C2CCNCC2)n1C	2	-10	-2	-8	0.2	0	-12	-11	-3
C[C@@H]1CN(C2CCC(C#N)(c3ccc(F)cc3)CC2)CC[C@]1(C(=O)O)c1ccccc1 (some centres not stated)	-5	0	0	7	0.4	1	13	-10	2
O=C(Cc1ccc(Cl)c(Cl)c1)NCC1(N2CCOCC2)CCCCC1	2	0	-5	-18	0.2	2	1	-3	3
COc1ccc(/C=C2/C(=O)N(Cc3ccco3)C(=O)N(C(C)C)C2=O)cc1	0	-7	-1	6	0.5	2	-6	-6	-3
CSc1ncc(Br)c(N2CC2)n1	-15	4	-8	.	0.7	2	24	.	15
Cc1ccnc(-n2c(C)nc3ccccc3c2=O)c1	8	2	-1	-12	0.5	0	-10	-1	6
CCCCCCN=Cc1c(O)n(C)c(=O)n(C)c1=O	4	1	-3	-6	-0.4	1	-1	-7	8
Cc1ccc2c(c1)CNc1ccccc1O2	3	-5	-6	-21	-0.6	-2	-14	-15	-7
Cc1ccccc1-n1c(-c2ccoc2)nc2ccccc2c1=O	0	-1	-3	-9	0.5	1	9	-11	6
CCc1ccc(-n2c(O)c(/C=N/N3CCCCC3c3cccnc3)c(=O)[nH]c2=O)cc1 (configuration not stated)	8	4	-11	-19	-0.2	0	2	1	0
CC/C(=N\NC(=S)Nc1ccccc1)c1c(O)[nH]c(=O)[nH]c1=O	6	-3	-3	-3	2.0	0	-7	5	14
C[C@]12CC[C@@H]3c4ccc(O)c(O)c4CC[C@H]3[C@@H]1CC[C@@H]2O	-11	2	1	-15	2.5	8	-6	-4	-7
Cc1ccsc1C(=O)C1CCCN(Cc2ccc(-n3cccn3)cc2)C1 (configuration not stated)	-6	-12	-7	-42	2.4	1	-9	1	-8
CCN(CC)c1ccc(/C=C2/C(=O)NC(=O)N(CC3CCCO3)C2=O)cc1 (configuration not stated)	-4	-5	3	-2	0.5	1	-6	0	11
c1ccc(CCNCc2cccs2)cc1	2	1	-8	.	0.4	1	-12	.	5
Cc1sc2nc(COC(=O)Cc3ccccc3)[nH]c(=O)c2c1C	13	-12	-2	-14	0.0	-1	-17	-1	4
CC(=O)O[C@]1(c2ccccc2)CCN(C)[C@H]2CCCC[C@@H]21	2	-12	-4	-5	0.7	1	3	-1	1
CN1CCc2cccc(Cl)c2CC1	2	-6	-5	-4	1.5	0	-26	-1	8
Cc1ccccc1NC1=NCCCS1	1	-9	-5	-20	0.1	0	-2	-4	8
CCCCCc1nc2ccccc2c(=O)n1-c1ccc(Cl)cc1[N+](=O)[O-]	2	-2	-4	-18	0.3	-1	0	-3	1
CCC(=O)N1CC(=O)Nc2ccc(Br)cc2C1c1ccccc1 (configuration not stated)	5	-9	-1	-20	0.1	1	0	-10	-10
COc1ccccc1CCNCc1ccc(OC)c(OC)c1OC	8	-10	-5	-25	2.5	2	-13	-24	2
C=CCC1C(=O)NC(=S)NC1=O	3	-3	-5	-6	0.5	1	-2	-3	-1
Fc1ccc(CNCCc2ccccc2)cc1	7	6	-6	-9	0.0	1	1	0	1
CCC(C)C(NC(=O)CCCNC(=O)CCC(=O)OC1O[C@H]2OC3(C)CC[C@H]4[C@H](C)CCC(C1C)C24OO3)C(=O)O (some centres not stated)	-4	-10	-4	-3	0.1	0	6	-6	8
CCOC(=O)C1(CCc2ccccc2)CCN(Cc2ccco2)CC1	-2	-5	-11	-17	2.6	5	0	-7	5
CC1CN(c2cc([N+](=O)[O-])ccc2Cl)CC(C)N1 (configuration not stated)	-6	11	-11	0	-0.2	2	6	-4	1
C=C1C[C@]2(O)[C@@]3(C)CCC(=O)C(C)(C)C3=C(O)C(=O)[C@@]2(C)[C@@H]2C(=O)O[C@@](C)(C(=O)OC)C(=O)[C@@]12C	-6	-3	0	-13	0.7	2	9	0	-11

Part of the list above, with values under each structure:
The line under a structure holds: CHRM1 PAM, CHO-K1 Ca antag, CHRM1 agonist, CHO parental Ca, CHO-K1 Ca ag, CHRM4 agonist, CHRM1 antagonist, OXTR potentiate, CHRM4 antagonist
Cc1ccccc1NC1=NCCCS1
→ 1, -9, -5, -20, 0.1, 0, -2, -4, 8
CC(=O)O[C@]1(c2ccccc2)CCN(C)[C@H]2CCCC[C@@H]21
→ 2, -12, -4, -5, 0.7, 1, 3, -1, 1
CCC(=O)N1CC(=O)Nc2ccc(Br)cc2C1c1ccccc1 (configuration not stated)
→ 5, -9, -1, -20, 0.1, 1, 0, -10, -10

Further compounds follow.
SMILES	CHRM1 PAM	CHO-K1 Ca antag	CHRM1 agonist	CHO parental Ca	CHO-K1 Ca ag	CHRM4 agonist	CHRM1 antagonist	OXTR potentiate	CHRM4 antagonist
CCCCn1c(O)c(C(C)=NCC2CCCO2)c(=O)[nH]c1=O (configuration not stated)	-3	11	-4	-10	0.3	0	2	-12	6
O=C1NCCCCC1(Cl)Cl	2	7	1	.	0.0	1	7	.	2
O=C1C=C2c3ccccc3CC(C(=O)O)C2CC1 (configuration not stated)	-2	0	5	.	0.4	1	6	.	0
Cc1[nH]c2ccccc2c1C(=O)CN1CC=C(c2ccccc2)CC1	-8	22	-12	-3	0.0	0	7	-10	-1
Cn1c(O)c(C=NC2C(=O)C3(C)CCC2C3(C)C)c(=O)n(C)c1=O (configuration not stated)	8	-3	2	-15	0.7	2	-26	-11	-7
CCOC(=O)c1c(C)[nH]c(C)c1C(=O)C(Cc1ccccc1)N(C)C (configuration not stated)	9	5	-10	2	3.8	0	-9	-12	-4
CCC1(c2cccc(O)c2)CCCCN(C)C1 (configuration not stated)	-9	6	-4	3	1.3	0	-4	-1	-2
COc1ccc(N2C(=O)NC(=O)/C(=C\c3ccccc3[N+](=O)[O-])C2=O)cc1	3	0	-4	-3	5.4	0	2	-3	5
O=C1NC(=O)C(CCc2ccncc2)(CCc2ccncc2)C(=O)N1CCc1ccccc1	7	10	-7	-9	17*	1	1	-7	2
FC(F)(F)c1ccc2c(c1)nnn2C1CCN(Cc2nnnn2Cc2ccccc2)CC1	7	-5	-5	-13	0.1	3	-6	-32	-3
Cc1ccccc1NC(=O)c1cc(-c2ccccc2)n(CCCN2CCOCC2)c1C	4	-9	-5	-30	0.9	2	-9	-10	16
Cc1ccc(C(=O)C2CN3CCC2CC3)cc1 (configuration not stated)	-7	-9	1	0	-0.4	1	28*	-2	10
O=C(c1ccc(CNS(=O)(=O)c2ccc(Br)cc2)cc1)N1CCC2(CC1)OCCO2	1	-11	-8	-17	2.2	3	1	6	5

Full records, quoted from the list. Order of values: CHRM1 PAM, CHO-K1 Ca antag, CHRM1 agonist, CHO parental Ca, CHO-K1 Ca ag, CHRM4 agonist, CHRM1 antagonist, OXTR potentiate, CHRM4 antagonist
Listed for Cc1ccnc(-n2c(C)nc3ccccc3c2=O)c1 → 8, 2, -1, -12, 0.5, 0, -10, -1, 6
Listed for Cc1ccc2c(c1)CNc1ccccc1O2 → 3, -5, -6, -21, -0.6, -2, -14, -15, -7
Listed for O=C(Cc1ccc(Cl)c(Cl)c1)NCC1(N2CCOCC2)CCCCC1 → 2, 0, -5, -18, 0.2, 2, 1, -3, 3
Listed for Fc1ccc(CNCCc2ccccc2)cc1 → 7, 6, -6, -9, 0.0, 1, 1, 0, 1
Listed for COc1ccccc1CCNCc1ccc(OC)c(OC)c1OC → 8, -10, -5, -25, 2.5, 2, -13, -24, 2

Screens: PubChem, The Scripps Research Institute Molecular Screening Center
